# GPT2 inh: Primary qHTS assay for inhibitors of Glutamate pyruvate transaminase 2 (GPT2); Recombinant GPT2, coupled pyruvate oxidase/HRP Amplex Red fluorescence; Potency, µM (top dose mostly 57.7 µM), inactives show at the top dose activity change, negative = inhibition, hits mostly inhibitors; actives 0.25% (n = 100,000); AID 1671188, 2021; further: potency means the concentration at half of the fitted maximal effect; nearly all actives have a fitted effect of over 60% in size; many of its hits are not listed in these tables
#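 Fluorescence read-out: pyruvate from GPT2 turnover coupled to pyruvate oxidase, HRP and Amplex Red (0.2mM ThPP, 0.2U/mL PO and HRP, 50uM Amplex final). Substrates 250uM a-KG, 2mM L-alanine; enzyme 10ng/uL; 30 min RT.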
# HEK cytotox: Cytotoxic Profiling in HEK 293 Cell Line of Diverse Libraries Using Quantitative High-Throughput Screening. HEK 293 viability, ATP luminescence (CellTiter-Glo), 48-72 h. Potency, µM (doses to about 115 µM), for inactives: at the highest dose activity change, negative = cytotoxicity, actives largely listed as inhibitors. actives 6.6% (n = 94,000); further: potency means the concentration at half of the fitted maximal effect; nearly all actives have a fitted effect of over 60% in size
#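 Pintool-delivered compounds were incubated with HEK 293 cells (250 cells/well) at 37 degree Celsius for 48 or 72 hr. ATP-dependent luminescence (CellTiter-Glo) then reported remaining viable cells.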
# SNCA expr inhib: Primary qHTS assay for inhibitors of alpha-synuclein gene (SNCA) expression; HEK-293 SNCA-luciferase knock-in, luminescence, 24 h; actives 0.17% (n = 140,000); Potency, µM (titrated, usually from 57.2 µM), for the others: at the highest dose activity change, negative = inhibition, actives largely listed as inhibitors;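 further: potency means the concentration at half of the fitted maximal effect; plate controls were DMSO cells for no effect and cell-free wells for full effect; nearly all actives have a fitted effect of over 45% in size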
# 3T3 cytotox: Cytotoxic Profiling in NIH 3T3 Cell Line of Diverse Libraries Using Quantitative High-Throughput Screening; NIH 3T3 viability, CellTiter-Glo ATP luminescence, 48-72 h; Potency, µM (titrated, usually from 96.7 µM), without a hit: at the top dose activity change, negative = cytotoxicity, actives largely listed as inhibitors; actives 4.3% (n = 94,000); further: potency means the concentration at half of the fitted maximal effect; nearly all actives have a fitted effect of over 55% in size
#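 Luminescent ATP readout (CellTiter-Glo, 10 min RT) after 48 or 72 hr compound exposure of NIH 3T3 cells seeded at 400 cells/well in 1536-well format; quantitative HTS.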
# IP6K1 inh: Primary qHTS assay for small molecule inhibitors of Inositol hexaphosphate kinase 1 (IP6K1). Inositol hexakisphosphate kinase 1 (Homo sapiens), Q92551. IP6K1 kinase, ADP-Glo luminescence, 2 h; active compounds read low. activity change, % (series mostly up to about 58 µM). actives 0.81% (n = 140,000). AID 1645851, 2021; in the data active means activity change below about -25%
# Target sequence (Q92551 whole entry, looked up): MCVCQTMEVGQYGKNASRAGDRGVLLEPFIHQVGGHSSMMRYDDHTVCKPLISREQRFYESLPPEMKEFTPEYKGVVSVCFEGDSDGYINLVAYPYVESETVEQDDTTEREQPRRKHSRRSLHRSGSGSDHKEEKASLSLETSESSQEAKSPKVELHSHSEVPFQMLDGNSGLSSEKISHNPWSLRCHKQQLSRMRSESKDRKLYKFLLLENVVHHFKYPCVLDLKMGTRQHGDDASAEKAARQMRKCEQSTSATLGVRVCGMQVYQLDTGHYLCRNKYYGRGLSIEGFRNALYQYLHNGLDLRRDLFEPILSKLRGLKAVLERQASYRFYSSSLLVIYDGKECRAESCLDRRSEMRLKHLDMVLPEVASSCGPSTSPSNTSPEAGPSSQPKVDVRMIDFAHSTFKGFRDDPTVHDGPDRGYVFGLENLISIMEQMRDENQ
#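 ADP-Glo luminescence measures ADP made by human IP6K1 during a 2 h RT reaction with ATP/IP6 (mix at 1.3 mM/130 uM); top library doses 57.5 and 19.1 uM final.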
# HEK293 viab: GF-AFC viability counterscreen for inhibitors of alpha-synuclein gene (SNCA) expression; actives 0.12% (n = 150,000); HEK-293-SNCA-luc viability, GF-AFC fluorescence, 24 h; Potency, µM (titrated, usually from 57.1 µM), inactives show at the top dose activity change, negative = cytotoxicity, actives largely listed as cytotoxic; AID 1671193, 2021;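 further: potency means the concentration at half of the fitted maximal effect; 0% = DMSO-treated cells and -100% = medium-only wells without cells; nearly all actives have a fitted effect of over 30% in size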
#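 HEK-293-SNCA-luc cells (1500/well) plated 24 h, then exposed 24 h to a dilution series; GF-AFC added 30 min at 37C, fluorescence 405/540 nm; normalised to medium-only and DMSO wells, Hill fit.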
# Luciferase inh: Firefly luciferase inhibition profiling of diverse chemical library using quantitative high-throughput screening. actives 2.5% (n = 76,000). Luciferin 4-monooxygenase (Photinus pyralis), P08659. Potency, µM (doses to about 115 µM), without a hit: at the highest dose activity change, negative = inhibition, actives largely listed as inhibitors. purified P. pyralis luciferase, luminescence, biochemical. AID 1347043, 2019; further: potency means the concentration at half of the fitted maximal effect; nearly all actives have a fitted effect of over 65% in size
# Target sequence (P08659 whole entry, looked up): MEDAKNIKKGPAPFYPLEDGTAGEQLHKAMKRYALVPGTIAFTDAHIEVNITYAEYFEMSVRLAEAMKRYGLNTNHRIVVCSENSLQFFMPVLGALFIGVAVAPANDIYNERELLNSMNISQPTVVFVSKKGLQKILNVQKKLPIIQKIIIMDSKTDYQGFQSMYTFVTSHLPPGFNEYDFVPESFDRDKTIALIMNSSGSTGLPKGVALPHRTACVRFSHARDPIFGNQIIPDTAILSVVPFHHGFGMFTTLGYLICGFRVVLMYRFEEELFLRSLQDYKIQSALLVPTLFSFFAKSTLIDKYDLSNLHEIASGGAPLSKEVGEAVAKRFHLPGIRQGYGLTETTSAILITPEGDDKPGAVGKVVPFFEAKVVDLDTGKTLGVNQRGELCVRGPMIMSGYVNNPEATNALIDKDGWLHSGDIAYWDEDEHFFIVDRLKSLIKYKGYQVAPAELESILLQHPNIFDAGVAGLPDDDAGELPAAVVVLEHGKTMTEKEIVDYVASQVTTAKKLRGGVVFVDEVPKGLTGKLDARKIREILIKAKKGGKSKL
#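 FLuc 10nM, D-luciferin 10uM, ATP 10uM, Mg acetate 10mM, Tris acetate pH 7.5, Tween/BSA; cpd qHTS; enzyme added last; CCD luminescence.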
# * = called active by the depositor; i = inactive; ? = inconclusive; / = no result given; [ ] = dose if it differs, or a comment. Unless noted, the call rests on the fitted dose curve; in most records, active means well fitted curve in the direction sought with a large enough effect; inconclusive means small, poorly fitted or top-dose-only effect, or another doubt; inactive means no such curve, though single readings can be large; an effect the other way counts as inactive or inconclusive. Unless noted, on the % scale 0 is the no-effect control and ±100 the full control effect. This is a subset; count on the stated rates, not on these rows.
SMILES | GPT2 inh | HEK cytotox | SNCA expr inhib | 3T3 cytotox | IP6K1 inh | HEK293 viab | Luciferase inh
Cc1ccc(S(=O)(=O)Nc2ccc(C)n(CC(=O)NCc3cccc(F)c3)c2=O)cc1 | i | -2% | 33% | 1% | 8 | -1% | -5%
Cc1cc(C)cc(NC(=O)CC(C)n2nc(C)cc2C)c1 (stereo not given) | / | / | 5% | / | -7 | 2% | /
O=C(NC1CCCN(c2cc(N3CCCC3)ncn2)C1)c1cccnc1 (stereo not given) | i | -30% | ? | -8% | 6 | -9% | 0%
Cc1ccc(CN2CCC(Oc3cnc4c(ccn4CCN[S+](C)(=O)[O-])c3)CC2)c(F)c1 | 4% | ? | -6% | ? | -2 | -2% | 3%
COc1cncc(NC(=O)C2=NO[C@@H]3CN(Cc4sccc4C)C[C@H]23)c1 | 3%[88.5 µM] | ? | 0%[87.6 µM] | -19%[138 µM] | -1 | 1%[87.6 µM] | 3%[172 µM]
CC1=C[C@@H](CNC(=O)COCC(=O)O)[C@H](C(C)C)C[C@H]1CC(=O)N1CCCC1 | 4%[88.5 µM] | -9%[172 µM] | -16%[87.6 µM] | -17%[138 µM] | 15 | 9%[87.6 µM] | -12%[172 µM]
CN(C)c1cccc(C(=O)NCC2CCN(c3cc(-c4ccccc4)[nH]n3)CC2)c1 | ? | ? | 85%[activator] | ? | 17 | -1% | 16µM*
Cc1ccc2c(c1)-c1nc(-c3ccc(Cl)cc3)cc(-c3coc4ccccc4c3=O)c1CO2 | / | / | -6% | / | -3 | 3% | /
O=C(NC1CCCN(c2cc(N3CCCC3)ncn2)C1)c1ccco1 (stereo not given) | ? | -10% | 15% | -9% | 5 | -9% | -1%
CCn1nccc1C(=O)N1CCCC(n2cc(-c3nc(-c4ccccc4)no3)nn2)C1 (stereo not given) | 2% | ? | 100%[activator] | -29% | 15 | 3% | ?
O=C(Nc1ccccc1F)N1CC2CC(C1)[C@H]1CCCC(=O)N1C2 (stereo not given in full) | 1% | -2% | 1% | i | -5 | 2% | -4%
COCCCNC(=O)C1CCN(C(=O)c2ncn3c2COC(c2ccc(OC)cc2)C3)CC1 (stereo not given) | i | 12% | ? | i | 1 | 0% | -15%
Cc1ccc(-c2onc(C)c2C)cc1S(=O)(=O)NCc1ccco1 | / | / | -13% | / | 3 | -3% | /
O=C(Nc1cc(F)ccc1F)c1ccc2c(c1)nnn2C1CCCC1 | / | / | 115%[activator] | / | 4 | -14% | /
CCn1nccc1C(=O)NCCC1CCN(C(=O)Nc2ccccc2F)CC1 | -27% | 3% | -4% | -7% | -13 | 5% | 12%
O=C(Nc1ccccn1)C1CN(Cc2ccc[nH]2)CC12CCOCC2 (stereo not given) | 0% | 0% | -3% | 0% | 2 | 11% | 1%
C=CCNC(=O)c1ccc(Cn2ccn3nc4c(c3c2=O)CCCC4)cc1 | -10% | ? | -1% | ? | 46 | -3% | 1%
OCc1ccccc1O | -9% | / | -30%[25.6 µM] | / | 36 | -13%[23.9 µM] | /
CCC(=O)N1CCc2c(sc3ncnc(Nc4ccccc4)c23)C1 | i | -3% | 4% | ? | -10 | -7% | -13%
COc1ccc(NC(=O)Cn2ccn3nc4c(c3c2=O)CC(C)CC4)cc1Cl (stereo not given) | -22% | 0% | 1% | -5% | 14 | -10% | 5%
O=c1c(S(=O)(=O)c2ccccc2)cn(Cc2ccc(F)cc2)c2cc(N3CCCC3)c(F)cc12 | / | / | 3% | / | -7 | 1% | /
CC(=O)OC1C(O)C(C)(O)C(/C=C/C(=O)O)C2(C)CCCC(C)(C)C12 (stereo not given) | i | / | / | / | 22 | 1% | /
COc1cccc(CNC(=O)CN2C(=O)CCn3nc(-c4cn(C)c5ccccc45)cc32)c1OC | / | / | 26% | / | 9 | 2% | /
COCCCNC(=O)C1CCCN(c2nccc(Nc3ccccc3OC)n2)C1 (stereo not given) | -24% | -15% | -8% | -37% | -11 | -6%[12.5 µM] | /
CC(=O)c1cc(CN2C[C@@H]3CN(C(C)=O)C[C@]3(C(=O)O)C2)n(C)c1 | 1% | 1% | ? | -20% | -7 | -14% | -4%

# Another view of part of the listing above.
# The line under a structure holds: GPT2 inh	HEK cytotox	SNCA expr inhib	3T3 cytotox	IP6K1 inh	HEK293 viab	Luciferase inh
> COc1cccc(CNC(=O)CN2C(=O)CCn3nc(-c4cn(C)c5ccccc45)cc32)c1OC
 : /	/	26%	/	9	2%	/
> COCCCNC(=O)C1CCCN(c2nccc(Nc3ccccc3OC)n2)C1 (stereo not given)
 : -24%	-15%	-8%	-37%	-11	-6%[12.5 µM]	/
> CC(=O)c1cc(CN2C[C@@H]3CN(C(C)=O)C[C@]3(C(=O)O)C2)n(C)c1
 : 1%	1%	?	-20%	-7	-14%	-4%

# Carrying on:
SMILES | GPT2 inh | HEK cytotox | SNCA expr inhib | 3T3 cytotox | IP6K1 inh | HEK293 viab | Luciferase inh
COc1cccc(S(=O)(=O)N2CCOCCNC(=O)[C@@H]3CCC[C@@H]32)c1 | -20% | i | -6% | i | 16 | -6% | -6%
COc1ncccc1CN1CCCn2nc(C)c(-c3ccccc3C(C)C)c21 | i | 50µM* | ? | 45µM* | 3 | ? | -19%[172 µM]
Cn1nccc1CN1CCC(N2CCOCC2=O)CC1 | i | i | -2%[87.6 µM] | i | -10 | 3%[87.6 µM] | /
O=C(NCc1ccccn1)c1nc2cccnc2n(CCc2ccccc2)c1=O | ? | ? | -2% | -17% | -6 | 1%[12.5 µM] | /
CCOC(=O)C1CCN(C(=O)c2cc(-c3ccccc3OC)c3nncn3n2)CC1 | -20% | -23% | 18% | -23% | 1 | -4% | /
Cc1nc2ncnn2c(C)c1CCC(=O)NCc1ccc(Cl)cc1 | / | / | -1% | / | 18 | -13% | /
CC(C)n1cc(CN2CCC(CO)(Cc3ccccc3Cl)CC2)cn1 | 2% | -19% | -1% | 1% | -5 | -2% | 0%
Fc1ccc(Nc2nc(-c3cccc(Cl)c3)c3c(n2)-c2ccccc2OC3)cc1 | / | / | 23% | / | -17 | 3% | /
CC(C)CNC(=O)C1COC2(CCC(C)CC2)N1C(=O)c1cccc(F)c1 (stereo not given) | i | -24% | 5% | -12% | 1 | 3% | -4%
CC(=O)N1CCc2cc(CNC(=O)Nc3ccc(Br)c(C)c3)ccc21 | / | / | 4% | / | 1 | 4% | /
O=C1CCN(C(=O)C2COc3ccccc3O2)CCOCCN1 (stereo not given) | i | -14% | 3% | -11% | 0 | 6% | -20%
Cc1ccc(-n2nnnc2CNC(=O)c2ccccc2)cc1C | / | / | 11% | / | 51 | 2% | /
COc1ccnc(Cn2c(=O)n(CC(C)C)c3ncc(C(=O)O)cc32)c1OC | -11% | -7% | -15% | 0% | 3 | 8% | -1%
CCCN(C(=O)c1cn(C)c(=O)c2cc(OC)c(OC)cc12)c1ccc(CC)cc1 | / | / | -3% | / | -11 | -10% | /
O=C1N(Cc2ccccc2)c2ccccc2C12CCN(Cc1cncs1)C2 (stereo not given) | i | ? | -6% | ? | 10 | -1% | 2%
COC(=O)C1=C(C)N=C2SC=C(CC(=O)N3CCCCC3C)N2C1c1cccc(OC)c1 (stereo not given) | 2% | ? | -5% | -27% | 7 | 11% | -10%
Clc1ncoc1-c1c[nH]c2ccccc12 | -12% | / | / | / | -16 | 1% | /
CCOC(=O)COc1ccc(/C=C(\C#N)c2nc3ccc(C)cc3[nH]2)cc1OC | / | / | 56%[activator] | / | 0 | ? | /
O=C(C1CCC1)N1CCCCCC1c1nnc(-c2ccccc2)o1 (stereo not given) | i | ? | 2% | ? | -7 | -12% | 5%
Cc1ccc(-c2cc(C(=O)N3CCC(Cc4nncn4C(C)C)CC3)c3ccccc3n2)cc1C | i | 13µM* | ? | ? | 8 | -29% | 5.6µM*
CN1CCCC1c1nc(C2CN(S(=O)(=O)Cc3ccccc3F)C2)no1 (stereo not given) | i | -3% | ? | 3% | 5 | -3%[12.5 µM] | -6%
COc1cccc(CNC(=O)[C@@H]2C[C@@H](O)CN2C2CCN(C(=O)c3cnccn3)CC2)c1 | i | -9% | -3% | -8% | 17 | 7% | 8%
CCN1C(=O)C2CC3(CCN(C(=O)c4c(C)noc4C)CC3)CN2C1=O (stereo not given) | i | -10% | -1% | -21% | -15 | 4% | -10%
CCCS(=O)(=O)N1CCC2(CC1)CN(Cc1ccc(OC)cc1)C2=O | 2% | -14% | -2% | -24% | 6 | 5% | 0%
Cc1cc(Nc2ccccc2Cl)n2nc(-c3ccco3)nc2n1 | / | / | 16% | / | -15 | -2% | /

# Quoted at random: two compounds from above
SMILES | GPT2 inh | HEK cytotox | SNCA expr inhib | 3T3 cytotox | IP6K1 inh | HEK293 viab | Luciferase inh
O=C(Nc1ccccc1F)N1CC2CC(C1)[C@H]1CCCC(=O)N1C2 (stereo not given in full) | 1% | -2% | 1% | i | -5 | 2% | -4%
COc1ncccc1CN1CCCn2nc(C)c(-c3ccccc3C(C)C)c21 | i | 50µM* | ? | 45µM* | 3 | ? | -19%[172 µM]

# Next section.
SMILES | GPT2 inh | HEK cytotox | SNCA expr inhib | 3T3 cytotox | IP6K1 inh | HEK293 viab | Luciferase inh
COc1ccc(-c2nc(-c3nnn4c3COC(c3ccc(Cl)cc3)C4)no2)c(OC)c1 (stereo not given) | i | 11% | -25% | i | -4 | 1% | -8%
Cn1cc(CNC(=O)C[C@@H]2C[C@H]3O[C@H](CNCc4ccccc4C(F)(F)F)[C@@H](O)[C@H]3O2)cn1 | -9% | -3% | 2% | i | 0 | -2% | -3%
CN(Cc1ccc2nsnc2c1)Cc1nc(Cc2cccc(C(F)(F)F)c2)no1 | i | ? | -5% | ? | 3 | 6% | 7%
Cc1ccc(N=C2NC(=O)CC(C(=O)Nc3cc(C(F)(F)F)ccc3Cl)S2)cc1 (stereo not given) | / | / | 3% | / | 21 | 0% | /
CCc1c(Cl)c(O)c(Cl)c(O)c1C(=O)O[C@H]1[C@H](O)[C@H](OC)[C@H](OC/C2=C\C=C\C[C@H](O)/C(C)=C\[C@H](CC)[C@@H](O[C@@H]3OC(C)(C)[C@@H](OC(=O)C(C)C)[C@H](O)[C@@H]3O)/C(C)=C/C(C)=C/C[C@@H]([C@@H](C)O)OC2=O)O[C@@H]1C | 3%[27.3 µM] | / | / | / | -3 | -4%[23.9 µM] | /
O=C(Nc1cccc(C(F)(F)F)c1)c1cc2nc(-c3ccc4c(c3)OCO4)cc(C(F)(F)F)n2n1 | / | / | 19% | / | -2 | 2% | /
CCOc1ccc(CNC(=O)c2sc3ncnc(N(C)C4CCCCC4)c3c2C)cc1 | / | / | -13% | / | 27 | 11% | /

# Bioassay records from PubChem.
